Source: PubChem
Runt-CBFb FRET – Runt domain-CBFb interaction inhibition; Q01196+Q13951; Cerulean-Runt/Venus-CBFb FRET ratio 530/480, 1 h; inhibition, % at 20 µM; 0.46% of 220,000 active;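 active = inhibition over about 50% at 20 µM in the single-dose screen, limit read from the data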;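 note: 0% = DMSO wells and 100% = excess unlabeled CBFb competitor control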
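Measured by: fluorescence energy transfer, 422 nm excitation, 530/480 nm emission; Assay system: Cerulean-Runt domain; Medium: Tris pH 7.5 buffer with BSA; Measure: loss of energy transfer signal; Controls: 5 µM unlabeled CBFb as full-inhibition high control; Incubation: protein complex preformed 1 h, compound exposure 1 h, room temperature, dark.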
NPY2 pot ag – potentiates or activates human NPY-Y2 receptor; cells expressing NPY-Y2, potentiator/agonist read-out; activation, % at 3.6 µM; 0.45% of 220,000 active; in the data active = activation above about 27%;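 note: cells stimulated with NPY near EC25 plus isoproterenol at EC100; 0% = vehicle plus submaximal agonist and 100% = vehicle plus saturating agonist; some results beyond the cut were filed as inactive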
RBBP9 inh – inhibitors of human serine hydrolase RBBP9; recombinant RBBP9, FP-Rh probe fluorescence polarization; 0.2% of 220,000 active; O75884; inhibition, % at 7.94 µM;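 active = inhibition above the campaign mean of all tested compounds plus 3 SD, cut at about 14% in these data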;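 note: plate controls were DMSO wells with RBBP9 for no effect and wells lacking RBBP9 protein for full effect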
Target sequence (O75884 whole entry, looked up): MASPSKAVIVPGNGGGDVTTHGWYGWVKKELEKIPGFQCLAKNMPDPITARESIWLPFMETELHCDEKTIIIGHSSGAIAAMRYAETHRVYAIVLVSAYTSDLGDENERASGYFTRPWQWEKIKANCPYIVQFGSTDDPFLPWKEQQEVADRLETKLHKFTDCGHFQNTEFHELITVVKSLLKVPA
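Assay system: recombinant human RBBP9; Reagent: Serine-hydrolase probe FP-Rh, 375 nM pre-mixing; Doses: 7.94 µM single dose, 0.794% DMSO; Incubation: 30 min then 45 min, 25 °C; Detection: fluorescence polarization (mP), excitation 525 nm, emission 598 nm; Evaluation: percent inhibition from mP, scaled between DMSO and no-protein wells.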
NPY-Y1 antag – antagonists of human neuropeptide Y receptor Y1 | AID 1040 | HEK293-CNG Y1 cells, membrane potential fluorescence; NPY at EC95, then isoproterenol | inhibition, % at 3.6 µM | 1% of 200,000 active | P25929;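 active = inhibition above the campaign mean inhibition of all tested compounds plus 3 SD, cut at about 20% in these data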;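 note: 0% = DMSO wells given NPY plus isoproterenol and 100% = isoproterenol alone without NPY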
Target sequence (P25929 whole entry, looked up): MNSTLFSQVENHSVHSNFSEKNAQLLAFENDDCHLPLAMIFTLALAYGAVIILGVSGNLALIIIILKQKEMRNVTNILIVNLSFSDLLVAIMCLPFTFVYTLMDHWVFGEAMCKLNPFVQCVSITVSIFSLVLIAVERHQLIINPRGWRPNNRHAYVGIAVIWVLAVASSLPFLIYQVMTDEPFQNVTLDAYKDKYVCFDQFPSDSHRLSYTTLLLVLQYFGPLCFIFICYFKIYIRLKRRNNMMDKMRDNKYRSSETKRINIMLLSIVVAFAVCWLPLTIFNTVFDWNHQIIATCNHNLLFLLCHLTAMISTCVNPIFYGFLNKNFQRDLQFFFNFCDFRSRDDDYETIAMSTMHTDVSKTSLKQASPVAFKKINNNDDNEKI
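Benchmarks – high control isoproterenol alone, low control NPY with isoproterenol · Material – HEK293 Y1/CNG channel cell line · Times – dye 3 h, compound 60 min room temperature, stimulation 45 min · Probe or stimulus – NPY (25 nM), isoproterenol (1 µM), Ro 20-1724 (25 µM) · Evaluation – % inhibition of NPY effect · Signal – fluorescence, membrane potential probe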
S1P4 antagonist – blocks the human S1P4 receptor; S1P4-expressing cells, antagonist mode, reporter read-out; 0.26% of 220,000 active; inhibition, % at 4.98 µM; AID 1510; O95977; in the data active = inhibition above about 29%;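 note: 0% = wells stimulated with agonist and 100% = vehicle wells without agonist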
BaF3 parental – counter-screen for JAK2V617F inhibitors: parental Ba/F3 viability inhibitors | CellTiter-Glo ATP luminescence | inhibition, % at 5.6 µM | 1.1% of 220,000 active | AID 1486;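 active = inhibition above a per-campaign cutoff, the mean inhibition of all tested compounds plus 3 SD, cut at about 27% in these data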;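 note: 0% = DMSO wells and 100% = JAK Inhibitor I control wells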
Ba/F3 V617F tox – loss of viability in JAK2V617F-driven Ba/F3 cells | Ba/F3 EpoR-JAK2V617F viability, ATP luminescence | inhibition, % at 5.6 µM | 1.1% of 220,000 active | AID 1446;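 active = inhibition above the campaign mean plus 3 SD over all tested compounds, cut at about 24% in these data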;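 note: cytokine-independent growth of Ba/F3 cells driven by EpoR plus mutant JAK2; 0% = DMSO-treated cells and 100% = JAK inhibitor I control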
S1P4 agonist – agonists of human S1P4 receptor; 0.35% of 220,000 active; activation, % at 4.98 µM; O95977; AID 1509; S1P4-expressing cell line, agonist reporter assay; in the data active = activation above about 11%;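 note: 0% = DMSO vehicle and 100% = reference agonist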
NPY-Y1 PAM-ag – potentiators or agonists of human neuropeptide Y receptor Y1. NPY-Y1 expressing cells, potentiator/agonist activation. activation, % at 3.6 µM. 0.37% of 220,000 active; in the data active = activation above about 33%, passing the limit was not always enough;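 note: cells stimulated with NPY at EC10 then isoproterenol at EC100; 0% = low agonist plus stimulus and 100% = saturating agonist plus stimulus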
An asterisk follows results filed as active.

Field names – A = Runt-CBFb FRET; B = NPY2 pot ag; C = RBBP9 inh; D = NPY-Y1 antag; E = S1P4 antagonist; F = BaF3 parental; G = Ba/F3 V617F tox; H = S1P4 agonist; I = NPY-Y1 PAM-ag
1) CCOC(=O)COc1c(C=O)cc(Br)cc1OC
  A: -3	B: -2	C: -8	D: -9	E: 0	F: 2	G: 3	H: -0.5	I: 12

2) Cc1cccc(NC(=O)NC(C)CCc2ccccc2)c1 (configuration not stated)
  A: 0	B: -4	C: -7	D: 13	E: -3	F: 5	G: 4	H: 0.4	I: -11

3) Cc1ccccc1N1C(=O)C(Oc2ccc(Cl)cc2)C1CNCCCOC(C)C (configuration not stated)
  A: -2	B: -1	C: -1	D: -3	E: -14	F: 2	G: -2	H: -0.3	I: -2

4) NC(=O)c1ccsc1NC(=O)COC(=O)c1ccccc1NCc1ccco1
  A: -1	B: -20	C: -13	D: 14	E: -20	F: 1	G: -1	H: 0.1	I: -48

5) C/C(N)=C(/C#N)C(=O)CSc1n[nH]c(-c2ccccc2Br)n1
  A: 2	B: 7	C: -4	D: 2	E: -5	F: 5	G: 1	H: 0.6	I: -8

6) Cc1nnc(NC(=O)C2c3ccccc3Oc3ccccc32)s1
  A: 26	B: -1	C: 6	D: -3	E: -13	F: 2	G: -1	H: 2.0	I: 16

7) COc1ccccc1N1CCN(C(=O)CSc2nc(-c3ccco3)cc(C(F)(F)F)n2)CC1
  A: -6	B: -13	C: 4	D: 9	E: 6	F: 8	G: 2	H: 0.1	I: -13

8) O=C(N[C@@H](Cc1ccccc1)C(=O)NC1CCCCCC1)c1ccco1
  A: 1	B: -2	C: -7	D: 3	E: -4	F: 6	G: 2	H: -1.4	I: -18

9) CCOC(=O)c1ccc(NNC(C)=O)c([N+](=O)[O-])c1
  A: 1	B: 8	C: 1	D: 0	E: 2	F: 0	G: -2	H: 0.9	I: 15

10) O=C(CC(c1ccccc1)c1ccccc1O)NCc1ccccc1Cl (configuration not stated)
  A: -1	B: -13	C: -5	D: 18	E: -11	F: 5	G: -1	H: 1.1	I: -13

11) CC(=O)Oc1ccc(-c2cccc(C(=O)N(C)c3ccc(O)cc3)c2)cc1
  A: 0	B: 4	C: -4	D: -1	E: 21	F: 7	G: 2	H: -0.1	I: -17

12) CC1=CC(C)(C)Nc2ccc(OC(=O)c3ccco3)cc21
  A: 0	B: 2	C: -6	D: -6	E: 30*	F: 0	G: 43*	H: 1.3	I: 0

13) O=C(c1ccco1)N1CCN(C(c2ccccc2Cl)c2nnnn2Cc2cccs2)CC1 (configuration not stated)
  A: -2	B: -5	C: -9	D: 1	E: 25	F: 1	G: 2	H: -1.1	I: -8

14) CC(C(=O)O)c1ccc(-c2ccccc2)c(F)c1 (configuration not stated)
  A: -1	B: 6	C: -5	D: 11	E: -10	F: 4	G: -3	H: 2.7	I: -26

15) CC(C)c1ccc(C(=O)NNC(=O)C2CC=CCC2C(=O)O)cc1 (configuration not stated)
  A: -2	B: -7	C: -8	D: 11	E: -7	F: 11	G: 5	H: 0.6	I: 0

16) Cc1ccc(C)c(Cn2nnc3c(=O)[nH]c(C(=O)Nc4ccc(F)cc4)nc32)c1
  A: -9	B: 16	C: -12	D: -3	E: 3	F: 1	G: -1	H: -1.2	I: -1

17) O=C(CSc1nc2ccccc2c(=O)[nH]1)c1ccc(O)cc1O
  A: 2	B: 19	C: -6	D: -5	E: -17	F: 3	G: 12	H: 0.6	I: 13

18) NC(=O)C[n+]1cccc(/C=N/O)c1
  A: 0	B: -16	C: -6	D: 2	E: -1	F: 8	G: 6	H: -1.6	I: -9

19) O=c1c2ccccc2nc2n1C(CSc1ccc(F)cc1)CS2 (configuration not stated)
  A: 0	B: -24	C: 3	D: 3	E: 5	F: 12	G: 3	H: -1.9	I: 1

20) Cc1oc(CC(C)C)c(CN2CCCC2)c1C(=O)O
  A: 0	B: 7	C: -6	D: -4	E: 8	F: 2	G: 3	H: 1.0	I: 1

21) Cc1ccc(S(=O)(=O)NCc2ccco2)c(C)c1C
  A: -2	B: 16	C: -6	D: -2	E: -18	F: 3	G: -2	H: -0.1	I: 3

22) CC(C)CC(C(=O)N1CCc2ccccc2C1)N1C(=O)c2ccccc2C1=O (configuration not stated)
  A: -7	B: -18	C: -12	D: 9	E: 11	F: 6	G: 2	H: 1.1	I: -8

23) CC(=O)Oc1ccc(C(=O)Cc2ccc3ccccc3n2)c(O)c1C
  A: -60	B: 6	C: -9	D: 2	E: -15	F: 7	G: 5	H: 2.5	I: -2

24) O=c1cc(-c2ccccc2)nc(N2CCCCC2)[nH]1
  A: -1	B: 24	C: -8	D: 1	E: 4	F: -1	G: -6	H: 1.6	I: 6

25) CCn1c(=O)n(CC)c2cc(S(=O)(=O)NCCOc3ccccc3)c(C)cc21
  A: -1	B: 13	C: -2	D: 2	E: -11	F: 7	G: -4	H: -2.1	I: -4

26) CC1(C)CC(=O)C=C(OC(=O)c2ccc(Cl)cc2)C1
  A: -1	B: -2	C: -5	D: -3	E: -11	F: 2	G: -4	H: 0.8	I: -3

Reformatted: 7 of the compounds above
(4) NC(=O)c1ccsc1NC(=O)COC(=O)c1ccccc1NCc1ccco1
(5) C/C(N)=C(/C#N)C(=O)CSc1n[nH]c(-c2ccccc2Br)n1
(6) Cc1nnc(NC(=O)C2c3ccccc3Oc3ccccc32)s1
(7) COc1ccccc1N1CCN(C(=O)CSc2nc(-c3ccco3)cc(C(F)(F)F)n2)CC1
(8) O=C(N[C@@H](Cc1ccccc1)C(=O)NC1CCCCCC1)c1ccco1
(9) CCOC(=O)c1ccc(NNC(C)=O)c([N+](=O)[O-])c1
(10) O=C(CC(c1ccccc1)c1ccccc1O)NCc1ccccc1Cl (configuration not stated)
screen / no. | 4 | 5 | 6 | 7 | 8 | 9 | 10
Runt-CBFb FRET | -1 | 2 | 26 | -6 | 1 | 1 | -1
NPY2 pot ag | -20 | 7 | -1 | -13 | -2 | 8 | -13
RBBP9 inh | -13 | -4 | 6 | 4 | -7 | 1 | -5
NPY-Y1 antag | 14 | 2 | -3 | 9 | 3 | 0 | 18
S1P4 antagonist | -20 | -5 | -13 | 6 | -4 | 2 | -11
BaF3 parental | 1 | 5 | 2 | 8 | 6 | 0 | 5
Ba/F3 V617F tox | -1 | 1 | -1 | 2 | 2 | -2 | -1
S1P4 agonist | 0.1 | 0.6 | 2.0 | 0.1 | -1.4 | 0.9 | 1.1
NPY-Y1 PAM-ag | -48 | -8 | 16 | -13 | -18 | 15 | -13

Complete entries from above:
Cc1ccccc1N1C(=O)C(Oc2ccc(Cl)cc2)C1CNCCCOC(C)C (configuration not stated) is listed with Runt-CBFb FRET: -2; NPY2 pot ag: -1; RBBP9 inh: -1; NPY-Y1 antag: -3; S1P4 antagonist: -14; BaF3 parental: 2; Ba/F3 V617F tox: -2; S1P4 agonist: -0.3; NPY-Y1 PAM-ag: -2
NC(=O)C[n+]1cccc(/C=N/O)c1 is listed with Runt-CBFb FRET: 0; NPY2 pot ag: -16; RBBP9 inh: -6; NPY-Y1 antag: 2; S1P4 antagonist: -1; BaF3 parental: 8; Ba/F3 V617F tox: 6; S1P4 agonist: -1.6; NPY-Y1 PAM-ag: -9

Hits appear at their usual frequency; about 3.6% have a hit in one of these screens.
